Cardio protect: myocardial damage modulation in H9c2 cells. H9c2 cardiomyocytes, H2O2 injury protection, ATPLite, 2 h. 0.63% of 360,000 active. protection from H2O2 cell death, % at 20 µM;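 active = compounds giving at least 50% protection of heart cells from peroxide-induced death in the single-dose screen, raw or plate-pattern-corrected value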;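 note: 0% = DMSO wells with peroxide and 100% = DMSO wells without peroxide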
m5-HT2A agonist: agonists of mouse serotonin 5-HT2A receptor (HTR2A); P35363; CHO-K1 mHTR2A beta-arrestin complementation, luminescence; percent of 30 µM serotonin response; activation, % at 7.6 µM; 0.66% of 360,000 active;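 active = activation above a run cutoff, the mean activation of all tested compounds plus 3 SD, cut at about 14% in these data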;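 note: 0% = plate median of compound wells and 100% = 30 µM serotonin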
NR2E3 ag-1: NR2E3 (human) agonism. 0.12% of 320,000 active. inhibition of corepressor binding, % at 4.78 µM. AID 2300. GST-NR2E3/biotin-RetCOR TR-FRET, 1536-well;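 active = percent inhibition above the cutoff of mean plus 3 SD of all tested compounds, set per screening campaign, cut at about 20% in these data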;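 note: 0% = DMSO wells and 100% = biotin wells as full block of FRET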
Target sequence (Q9Y5X4 whole entry, looked up): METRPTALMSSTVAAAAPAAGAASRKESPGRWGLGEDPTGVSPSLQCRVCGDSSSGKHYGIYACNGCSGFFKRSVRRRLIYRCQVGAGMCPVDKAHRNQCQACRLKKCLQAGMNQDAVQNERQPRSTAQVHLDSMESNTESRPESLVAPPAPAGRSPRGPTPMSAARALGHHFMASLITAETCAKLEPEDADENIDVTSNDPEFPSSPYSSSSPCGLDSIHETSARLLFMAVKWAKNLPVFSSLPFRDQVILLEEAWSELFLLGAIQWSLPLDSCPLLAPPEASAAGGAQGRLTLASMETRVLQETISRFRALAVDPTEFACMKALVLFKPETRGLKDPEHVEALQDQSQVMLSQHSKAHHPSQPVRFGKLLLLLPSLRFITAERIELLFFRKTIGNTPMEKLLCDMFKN
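system = GST-tagged NR2E3 plus biotinylated RetCOR corepressor | input = 1.35 nM GST-NR2E3 | also added = 7 nM biotin-RetCOR | schedule = 5 h incubation at 4 °C | measured by = TR-FRET with europium anti-GST and streptavidin-D2, 340 nm excitation | read-out = percent loss of FRET ratio relative to control wells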
TRPM1 prom inh: reduces MITF-dependent TRPM1 promoter luciferase signal. SK-MEL-5 TRPM1 promoter luciferase, 24 h. inhibition, % at 12.5 µM. 0.83% of 330,000 active. AID 488899;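 active = mean inhibition across replicates of 60% or more, whatever share of single replicates reaches that level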; note: values of inactives mirror those of a sister screen read the other way
NR2E3 ag-2: activates human NR2E3 receptor; CHO-S Gal4-NCOR/VP16-NR2E3 two-hybrid, luciferase; inhibition of corepressor binding, % at 3.98 µM; AID 602229; Q9Y5X4; 0.35% of 360,000 active;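 active = inhibition above the mean of all tested compounds plus 3 SD, cut at about 70% in these data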;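 note: 0% = DMSO with NR2E3 transfected cells and 100% = cells lacking NR2E3 construct; higher means lower luciferase signal from less NR2E3 corepressor binding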
HIF-2a block: HIF-2a inhibition; 786-0 RCC cells HIF-2a reporter, luciferase luminescence, overnight; inhibition, % at 18.8 µM; 0.72% of 360,000 active; AID 624352;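 active = inhibition of the luminescence signal of 40% or more relative to plate controls, in a single-dose primary screen at 18.75 µM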
Peg3 promoter: inhibitors of Peg3 promoter; inhibition, % at 20 µM; HeLa PEG-Prom luciferase reporter, luminescence, overnight; 1.7% of 360,000 active; AID 588405;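 active = inhibition of at least 50% at 20 µM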
PDI inh: blocks human protein disulfide isomerase activity; PDI insulin aggregation turbidity, A650, 90 min; inhibition, % at 10 µM; 0.052% of 350,000 active; P07237;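 active = mean inhibition across replicates of 30% or more, whatever share of single replicates reach that level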;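 note: absorbance from insulin aggregation driven by PDI reduction with DTT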
Target sequence (P07237 whole entry, looked up): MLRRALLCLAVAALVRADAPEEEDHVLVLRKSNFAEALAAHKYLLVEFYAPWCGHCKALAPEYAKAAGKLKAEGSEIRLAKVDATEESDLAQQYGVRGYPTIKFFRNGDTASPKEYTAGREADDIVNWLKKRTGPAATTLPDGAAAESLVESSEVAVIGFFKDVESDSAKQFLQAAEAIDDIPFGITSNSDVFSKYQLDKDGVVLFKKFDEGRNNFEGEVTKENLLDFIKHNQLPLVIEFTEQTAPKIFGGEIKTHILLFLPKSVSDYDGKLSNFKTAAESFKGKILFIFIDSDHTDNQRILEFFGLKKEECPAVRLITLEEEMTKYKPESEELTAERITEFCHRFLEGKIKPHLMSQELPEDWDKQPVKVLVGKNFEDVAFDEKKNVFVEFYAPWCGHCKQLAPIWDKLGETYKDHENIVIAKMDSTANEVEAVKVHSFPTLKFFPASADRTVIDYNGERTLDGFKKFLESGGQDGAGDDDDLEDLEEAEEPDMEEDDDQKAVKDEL
hiPSC survival: hiPSC single-cell survival enhancement | 0.044% of 360,000 active | AID 602274 | survival enhancement, % at 20 µM | ATPlite luminescence; 100% = ROCK inhibitor wells, 0% = DMSO; in the data active = survival enhancement above about 18%;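 note: cells exposed to compounds for 16 hours before the ATP read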
Shn3 inh set2: inhibitors of Schnurri-3 3'UTR reporter in osteoblasts; Clone20 osteoblast Shn3 3'UTR firefly luciferase, 24 h; inhibition, % at 12.5 µM; 0.52% of 360,000 active; AID 588674;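 active = mean inhibition of at least 75% with every replicate also reaching 75%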;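 note: 0% = median of neutral control wells and 100% = pilot-screen positive control compound; some compounds past the cut are filed as inactive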
CaV13 FRET inh: Disruptors of the CACNA1D IQ motif to Ca2+-dependent inactivation inhibitor domain association, primary screening, Förster resonance energy transfer in intact living … | 0.098% of 340,000 active | HEK cells, CFP/YFP FRET ICDI-IQ, plate reader, 10 min; percent FRET-ratio fall versus neutral wells | inhibition, % at 12.3 µM;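 active = mean replicate inhibition of at least 30% and at least 1% of replicates passing that level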;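 note: 0% = median of the neutral control wells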
Numbers without * were called inactive; nt = not tested or not shown. This is a random part of the collection; overall some 3.9% were active at least once.

cpd	compound	Cardio protect	m5-HT2A agonist	NR2E3 ag-1	TRPM1 prom inh	NR2E3 ag-2	HIF-2a block
1	CS(=O)(=O)N1CCC(C(=O)c2cccc(Cl)c2)CC1	2	1	-1	10	1	6
2	Cc1ccc(-c2nn(-c3ccccc3Cl)cc2C(=O)NCC2CCCO2)cc1 (centres undefined)	6	-12	-1	7	-16	6
3	Cc1ccc(S(=O)(=O)N2CCN(C(=O)CSc3nc(N)cc(=O)[nH]3)CC2)c(C)c1	16	3	4	-5	-8	14
4	CC(C)(C)NC(=O)Cn1c(SCC(=O)NC2CC2)nc2ccccc21	-4	-2	5	22	-36	15
5	COc1ccc(Nc2nc(C(F)(F)F)nc(C)c2C#N)cc1	0	1	-4	-4	-5	20
6	COc1cc2c(cc1OC)C1=C(C#N)CCC(=O)N1CC2	5	0	-2	28	6	17
7	CCOC(=O)c1c(-c2ccc(F)cc2)csc1NC(=O)C1CCCO1 (centres undefined)	-4	1	-6	-12	-4	24
8	C[n+]1ccccc1C1CCCC/C1=N\Nc1ccc([N+](=O)[O-])cc1[N+](=O)[O-] (centres undefined)	4	-6	-2	-1	6	6

cpd	Peg3 promoter	PDI inh	hiPSC survival	Shn3 inh set2	CaV13 FRET inh
1	13	-5	-2.5	17	nt
2	14	-1	-0.4	-26	-5
3	1	3	0.3	6	-4
4	12	-8	-0.6	-10	-4
5	-15	-5	-0.5	-11	-8
6	23	-2	-2.3	7	nt
7	-12	4	-0.3	7	4
8	-8	-1	-1.7	-3	-3

New compounds follow.
cpd	compound	Cardio protect	m5-HT2A agonist	NR2E3 ag-1	TRPM1 prom inh	NR2E3 ag-2	HIF-2a block
9	CCCn1nnnc1SCC(=O)N(C(C)C)C(C)C	0	7	1	2	12	5
10	CNC(=S)N1CCC(NC(=O)C(Cc2ccc(OC)cc2)NC(C)=O)CC1 (centres undefined)	0	12	2	7	-1	22
11	O=C1c2ccccc2C(=O)N1Cc1nc2ccccc2c(=O)n1CCCn1ccnc1	22	-2	nt	-3	-7	11
12	O=C(O)CCC(=O)NNC(=O)c1cccs1	2	-2	0	-4	-12	9
13	Cc1ccc(S(=O)(=O)/N=C(\c2ccc(Cl)cc2)N2CCOCC2)cc1	1	-1	2	-4	-8	7
14	COc1ccc(/C=N/n2cncn2)cc1COc1ccc(NC(C)=O)cc1	2	5	-4	-11	-16	5
15	CN(C)c1ccc(S(=O)(=O)N2CCCCC2)cc1NC(=O)CN1C(=O)NC(C)(c2ccccc2)C1=O (centres undefined)	3	-6	6	4	-16	14
16	CSc1ccccc1NC(=O)c1ccc(N2CC3CC(C2)c2cccc(=O)n2C3)c(NC(=O)c2ccncc2)c1 (centres undefined)	2	-2	-1	3	8	24

cpd	Peg3 promoter	PDI inh	hiPSC survival	Shn3 inh set2	CaV13 FRET inh
9	15	-2	1.0	-14	-5
10	7	0	-0.5	6	-18
11	11	1	-0.1	3	nt
12	2	0	-0.4	-5	-7
13	11	1	3.5	-10	nt
14	0	10	-1.9	17	nt
15	14	1	-0.4	2	-12
16	3	5	0.8	-20	-3

(cont.)
cpd	compound	Cardio protect	m5-HT2A agonist	NR2E3 ag-1	TRPM1 prom inh	NR2E3 ag-2	HIF-2a block
17	CCCCNC(=O)CSc1nc2ccc(NC(=O)CSc3nnc(N)s3)cc2s1	-15	4	-2	-1	31	-2
18	CC(=O)NC(Cc1ccc(C(C)C)cc1)C(=O)NC1CCN(c2nc(C)cc(C)n2)CC1 (centres undefined)	5	1	7	17	3	10
19	NC(=O)NCC(=O)N1CCC(C(O)(c2ccccc2)c2ccccc2)CC1	-1	2	1	16	1	9
20	COc1ccc(-c2cc(C(F)(F)F)nc(S(=O)(=O)CCCC(=O)Nc3cccnc3Cl)n2)cc1OC	-26	-1	nt	79*	-5	-21
21	CCn1cc(/C=C2\SC(=O)N(CC(=O)Nc3ccc4c(c3)OCO4)C2=O)c2ccccc21	11	-1	-2	3	-9	-24
22	Cc1ccc(S(=O)(=O)N(C)CCCC(=O)Nc2cc(C)ccc2C)cc1	3	-1	7	13	-8	8
23	OCC1(CCc2ccccc2)CCN(Cc2cccn2-c2cccnc2)CC1	21	0	-3	11	25	8
24	Cc1ccc(SCCN2CCN(CC(C)C)CCC2=O)cc1	0	2	nt	-28	0	-124

cpd	Peg3 promoter	PDI inh	hiPSC survival	Shn3 inh set2	CaV13 FRET inh
17	-24	11	-1.7	21	-2
18	9	-21	-0.6	15	-4
19	7	-3	0.0	-3	-4
20	106*	3	-0.5	96*	-5
21	-22	-16	2.0	-2	nt
22	14	0	0.0	11	-5
23	4	-5	-1.3	-11	0
24	-95	-6	-0.8	-32	-10

Other records
cpd	compound	Cardio protect	m5-HT2A agonist	NR2E3 ag-1	TRPM1 prom inh	NR2E3 ag-2	HIF-2a block
25	COC(=O)c1cc(NC(=S)NCc2ccc(Cl)cc2)cc(C(=O)OC)c1	-18	-2	1	7	-8	6
26	CN(C)c1cccc(C(=O)OCC(=O)N(C)c2ccccc2)c1	10	-6	0	0	13	1
27	O=C(CN(Cc1ccc(F)cc1)C(=O)CNS(=O)(=O)c1ccc(F)cc1)NCc1ccco1	5	-3	0	-7	5	13
28	Cc1cccc(C)c1NC(=O)CNC(=O)CCC(=O)N1CCOCC1	6	1	6	-4	-1	-3
29	COc1ccc(CCNC(=O)c2cc3c(=O)n4ccccc4nc3n(CCN3CCOCC3)c2=N)cc1	3	-3	0	-22	1	3
30	CCc1ccc(OCC(=O)O/N=C(\N)c2ccncc2)c(Br)c1	-8	-5	3	-109	-111	-294
31	COC(=O)c1c(C)nc(C)c(C(=O)OC)c1-c1ccsc1	5	4	2	nt	-25	27
32	COC(=O)c1sccc1NC(=O)Nc1ccccc1C	2	-3	nt	6	-5	0

cpd	Peg3 promoter	PDI inh	hiPSC survival	Shn3 inh set2	CaV13 FRET inh
25	32	11	2.8	6	-6
26	0	3	1.2	-7	-5
27	8	-12	0.1	4	-2
28	-14	3	-0.4	-4	-7
29	11	11	-0.4	25	-2
30	-310	2	-0.5	-185	-6
31	4	-1	-0.6	12	-5
32	3	-34	-0.1	-7	-5

An excerpt from above in order of length of the SMILES, highest first.
cpd	compound	Cardio protect	m5-HT2A agonist	NR2E3 ag-1	TRPM1 prom inh	NR2E3 ag-2	HIF-2a block
29	COc1ccc(CCNC(=O)c2cc3c(=O)n4ccccc4nc3n(CCN3CCOCC3)c2=N)cc1	3	-3	0	-22	1	3
27	O=C(CN(Cc1ccc(F)cc1)C(=O)CNS(=O)(=O)c1ccc(F)cc1)NCc1ccco1	5	-3	0	-7	5	13
32	COC(=O)c1sccc1NC(=O)Nc1ccccc1C	2	-3	nt	6	-5	0

cpd	Peg3 promoter	PDI inh	hiPSC survival	Shn3 inh set2	CaV13 FRET inh
29	11	11	-0.4	25	-2
27	8	-12	0.1	4	-2
32	3	-34	-0.1	-7	-5

Shown as a hit in Peg3 promoter, among the entries above:
| item | structure | m5-HT2A agonist | NR2E3 ag-1 | TRPM1 prom inh | NR2E3 ag-2 | HIF-2a block | Peg3 promoter | PDI inh | Shn3 inh set2 | CaV13 FRET inh |
| --- | --- | --- | --- | --- | --- | --- | --- | --- | --- | --- |
| 20 | COc1ccc(-c2cc(C(F)(F)F)nc(S(=O)(=O)CCCC(=O)Nc3cccnc3Cl)n2)cc1OC | -1 | nt | 79* | -5 | -21 | 106* | 3 | 96* | -5 |

Later entries:
cpd	compound	Cardio protect	m5-HT2A agonist	NR2E3 ag-1	TRPM1 prom inh	NR2E3 ag-2	HIF-2a block
33	CCOC(=O)c1[nH]c2c(OCC)nc(OCC)nc2c1Br	2	-6	nt	0	-15	-12
34	COc1ccc(O)c(/C=N/NC(=O)CN2CCS(=O)(=O)CC2)c1	13	6	1	9	-18	18
35	O=C(NCc1nc2ccccc2[nH]1)C1=C[C@@H](c2ccc(C(F)(F)F)cc2)C[C@@H](OCCCCO)O1	-2	-6	1	11	3	11
36	O=C(Cn1nnc(-c2ccccc2)n1)N/N=C/c1cc([N+](=O)[O-])c(Cl)cc1Cl	-17	4	-1	12	27	26
37	Cc1cccn2cc(-c3cc4ccccc4oc3=O)nc12	-8	4	3	-2	-99	-228
38	Nc1nc2c(ncn2[C@@H]2O[C@H](CNS(=O)(=O)C3CC3)[C@@H](O)[C@H]2O)c(=O)[nH]1	5	3	nt	nt	10	1
39	O=C(/C=C/c1ccccc1Cl)OCC(=O)N1CCc2ccccc21	0	7	nt	nt	-8	6
40	COC(=O)Cc1cc(=O)[nH]c(/N=C(\N)Nc2ccc(C)cc2C)n1	2	-5	3	9	-10	8

cpd	Peg3 promoter	PDI inh	hiPSC survival	Shn3 inh set2	CaV13 FRET inh
33	5	-15	2.4	-7	-5
34	7	-15	-0.4	6	-3
35	6	5	4.8	13	-6
36	50*	-15	-5.2	-8	-5
37	-154	-2	-0.6	-6	6
38	8	nt	-1.2	-7	-4
39	-10	-58	-1.1	-7	-16
40	8	-7	-0.4	-4	nt

Remaining list, next part.
cpd	compound	Cardio protect	m5-HT2A agonist	NR2E3 ag-1	TRPM1 prom inh	NR2E3 ag-2	HIF-2a block
41	COc1ccccc1OCCNC(=O)CNC(=O)c1ccc2c(c1)OCO2	4	-3	-2	1	16	0
42	C[C@@H]1CN([C@@H](C)CO)C(=O)CCCn2cc(nn2)CO[C@H]1CN(C)S(=O)(=O)c1cn(C)cn1	10	12	nt	nt	-24	6
43	Cc1c(C)c2c(C)nn(-c3ccccc3)c2[nH]c1=O	2	0	2	11	-41	16
44	O=C1/C(=C/c2ccccc2)SC(=S)N1CC(=O)N1CCCCC1c1cccnc1 (centres undefined)	-6	-1	0	-49	-10	73*
45	O=C(CCNC(=O)C1CCN(S(=O)(=O)c2ccc(F)cc2)CC1)Nc1nccs1	0	-5	1	-1	-7	1
46	CC(CCc1ccccc1)NC(=S)NC1CCCCC1 (centres undefined)	-6	-1	0	-21	-1	-3
47	CCN1CCN(c2ccc(N3CCN(S(=O)(=O)c4cc([N+](=O)[O-])ccc4C)CC3)nn2)CC1	5	-9	-1	-9	9	8

cpd	Peg3 promoter	PDI inh	hiPSC survival	Shn3 inh set2	CaV13 FRET inh
41	-1	11	-0.3	7	-6
42	7	0	-0.8	0	-7
43	5	-5	4.2	9	-9
44	59*	0	-0.6	16	-4
45	-3	-5	-0.1	8	-2
46	12	0	-2.2	-10	-5
47	-5	-2	0.3	6	-5

Assay outcomes from PubChem.
